Assay outcomes (PubChem)
HADH2 inh – qHTS Assay for Inhibitors of HADH2 (Hydroxyacyl-Coenzyme A Dehydrogenase, Type II). Potency, µM (series often up to 57.1 µM), inactives show at the highest dose activity change, negative = inhibition, most hits filed as inhibitors. recombinant HADH2, NADH fluorescence, beta-hydroxybutyryl-CoA. 73,000 tested, 3.4% active. AID 886, 2007. 3-hydroxyacyl-CoA dehydrogenase type-2 (Homo sapiens), Q99714; further: on the % scale 0 is the no-effect control and ±100 the full control effect; nearly all actives have a fitted effect of over 60% in size; many of its hits are not listed in these tables
Target sequence (Q99714 whole entry, looked up, one chain of several): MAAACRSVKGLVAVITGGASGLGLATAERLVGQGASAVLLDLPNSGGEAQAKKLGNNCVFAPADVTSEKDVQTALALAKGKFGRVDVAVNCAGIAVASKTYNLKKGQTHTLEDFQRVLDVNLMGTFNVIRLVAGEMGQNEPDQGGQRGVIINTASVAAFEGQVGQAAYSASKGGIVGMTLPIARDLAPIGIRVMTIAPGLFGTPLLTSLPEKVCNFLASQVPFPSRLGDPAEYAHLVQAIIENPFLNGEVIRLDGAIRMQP
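NADH fluorescence (ex 360/em 450 nm) read every 30 s for 4 min; activity taken as last-minus-first time point difference. Enzyme 20 nM, NAD+ 1 mM, beta-hydroxybutyryl-CoA 90 uM, pH 9.0 Tris buffer.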
ALOX15 inhib – qHTS Assay for Inhibitors of 15-hLO (15-human lipoxygenase) | Polyunsaturated fatty acid lipoxygenase ALOX15 (Homo sapiens), P16050 | purified 15hLO-1, xylenol orange hydroperoxide absorbance | Potency, µM (highest dose often 57.1 µM), for inactives: at the top dose activity change, negative = inhibition, actives largely listed as inhibitors | 74,000 tested, 1.4% active; further: on the % scale 0 is the no-effect control and ±100 the full control effect; nearly all actives have a fitted effect of over 55% in size
Target sequence (P16050 whole entry, looked up): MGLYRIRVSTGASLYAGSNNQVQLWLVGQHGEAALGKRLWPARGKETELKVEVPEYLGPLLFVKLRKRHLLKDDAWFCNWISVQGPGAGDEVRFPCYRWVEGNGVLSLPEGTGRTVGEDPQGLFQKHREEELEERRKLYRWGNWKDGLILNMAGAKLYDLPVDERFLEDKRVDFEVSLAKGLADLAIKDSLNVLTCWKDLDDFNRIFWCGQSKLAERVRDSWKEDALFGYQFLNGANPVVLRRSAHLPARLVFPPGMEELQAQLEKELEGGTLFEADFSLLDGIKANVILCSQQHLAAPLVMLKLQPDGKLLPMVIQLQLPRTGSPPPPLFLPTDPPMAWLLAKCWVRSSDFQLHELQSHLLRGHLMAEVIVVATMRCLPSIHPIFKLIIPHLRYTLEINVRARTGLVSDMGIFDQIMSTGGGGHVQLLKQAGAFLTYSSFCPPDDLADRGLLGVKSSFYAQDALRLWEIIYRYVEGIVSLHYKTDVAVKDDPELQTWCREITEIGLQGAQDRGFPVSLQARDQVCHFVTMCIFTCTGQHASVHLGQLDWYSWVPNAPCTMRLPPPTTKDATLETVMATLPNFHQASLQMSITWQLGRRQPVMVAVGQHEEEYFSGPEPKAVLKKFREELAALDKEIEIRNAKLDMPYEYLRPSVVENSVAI
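Quantitative HTS in 25 mM Hepes pH 7.5 containing 0.01% Triton X-100: human 15hLO-1 at 40 nM, arachidonic acid at 50 uM, 6 min turnover. Product quantified via ferrous oxidation/xylenol orange, 573:405 nm absorbance ratio.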
ERK AVP inh – qHTS Assay for Inhibitors of the ERK Signaling Pathway using a Homogeneous Screening Assay. HEK293-V1b, vasopressin-stimulated pERK AlphaScreen. Potency, µM (top dose mostly 57.5 µM), without a hit: at the top dose activity, negative = inhibition, most hits filed as inhibitors. 72,000 tested, 0.99% active. AID 995, 2007; further: on the % scale 0 is the no-effect control and ±100 the full control effect; nearly all actives have a fitted effect of over 55% in size
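Overnight-seeded V1b-HEK293 cells in 1% FBS got compound, then vasopressin (25 nM final, 5 min, 37C), then lysis buffer. AlphaScreen detection of phospho-ERK; activity normalized to basal and full-stimulation controls.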
HBB splicing – qHTS Assay for Modulators of Hemoglobin Beta Chain Splicing; 65,000 tested, 0.06% active; AID 925, 2007; HBB splicing reporter cell assay, activation; EGFP reporter with mutant IVS2-654 intron; response scale: normalised to 500 nM splice-correcting PNA; Potency, µM (doses to about 46.1 µM), for the others: at the top dose activation, usual class: activators; further: 0% is about no effect
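HeLa cells stably expressing EGFP interrupted by mutant beta-globin intron 2 (IVS2-654), 500/well in 2% FCS. Treated with compound for 2 days at 37C. Splicing correction scored as total well GFP intensity (488 nm excitation, 500-520 nm emission); 500 nM antisense PNA served as control.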
The depositor's hits bear a star; i = inactive; u = inconclusive; x = no result given; & = joins results of further samples; [ ] = another dose, or the depositor's remark. The call rests on the fitted dose curve; in most records, active means well fitted curve in the direction sought with a large enough effect; inconclusive means small, poorly fitted or top-dose-only effect, or another doubt; inactive means no such curve, though single readings can be large; an effect the other way counts as inactive or inconclusive. Potency means the concentration at half of the fitted maximal effect. Only part of the results is shown, so the mix of outcomes need not match the whole.

SMILES | HADH2 inh | ALOX15 inhib | ERK AVP inh | HBB splicing
CNC(=O)Oc1ccc2c(c1)C1(C)CCN(C)C1N2C (centres undefined) | x | -11%[25.6 µM] | 13% | x
CC(=O)OCC(=O)[C@@]12OC3(CCCC3)OC1CC1C3CCC4=CC(=O)C=C[C@@]4(C)[C@]3(F)C(O)C[C@]12C (some centres undefined) | x | -14% | 11% | x
CCC(c1ccc(O)cc1)C(CC)c1ccc(O)cc1 (centres undefined) | x | u | 1% | x
COc1cc(OC)c2c(=O)c(-c3ccccc3)coc2c1 | x | 4% | 6% | x
NCC(=O)CCC(=O)O | x | -6% | -6% | x
O=C(Cc1cccs1)NC1C(=O)N2C(C(=O)[O-])=C(C[n+]3ccccc3)CSC12 (centres undefined) | x | u | -5% | x
O=C1C=CC(=C(c2ccc(O)cc2)c2ccc(O)cc2)C=C1 | x | u | -27% | x
COc1cccc(OC)c1C(=O)NC1C(=O)N2C1SC(C)(C)C2C(=O)O (centres undefined) | x | 11% | 1% | x
CC(N)C(O)c1cccc(O)c1 (centres undefined) | x | -2% | 2% | x
CC(C)=CCC1=C(O)c2ccccc2C(=O)C1=O | x | -19% | 11% | x
NC1=NCCN1CC(=O)O | x | 7% | 0% | x
CNC1C(O)[C@@H]2OC(O[C@@H]3C(O)C(O)C(N)C[C@H]3N)C(N)C[C@H]2O[C@H]1O[C@@H]1OC(CO)C(N)C(O)C1O (some centres undefined) | x | 34%[activator] | 12% | x

Profiles as entered above. Order of values: HADH2 inh | ALOX15 inhib | ERK AVP inh | HBB splicing
O=C1C=CC(=C(c2ccc(O)cc2)c2ccc(O)cc2)C=C1 across the screens: x | u | -27% | x
NC1=NCCN1CC(=O)O across the screens: x | 7% | 0% | x
CNC(=O)Oc1ccc2c(c1)C1(C)CCN(C)C1N2C (centres undefined) across the screens: x | -11%[25.6 µM] | 13% | x
CCC(c1ccc(O)cc1)C(CC)c1ccc(O)cc1 (centres undefined) across the screens: x | u | 1% | x

Other records follow:
SMILES | HADH2 inh | ALOX15 inhib | ERK AVP inh | HBB splicing
CCCCS(=N)(=O)CCC(N)C(=O)O (centres undefined) | x | 1% | -4% | x
CC(=O)Nc1ccc(S(=O)(=O)Nc2ccc([N+](=O)[O-])cc2)cc1 | x | -11% | 35% | x
CCOC(=O)C(CCc1ccccc1)NC(C)C(=O)N1CCCC1C(=O)O (centres undefined) | x | -12% | -8% | x
OC/C=C/c1ccc(O)c(O)c1 | x | -22% | 22% | x
O=C(CCCCCCCCCCCCC1CCCC1)Nc1ccc(S(=O)(=O)c2ccc(NC(=O)CCCCCCCCCCCCC3CCCC3)cc2)cc1 | x | u | -1% | x
C1CNCCN1 | x | 2% | 1% | x
COc1ccc2c(c1)[C@@]1(C)CCC[C@](C)(CO)C1CC2 (some centres undefined) | x | 2%[25.6 µM] | 1% | x
COc1ccc2c(c1)CCC1C2CC[C@@]2(C)C(O)CCC12 (some centres undefined) | x | -7% | 1% | x
CC(=O)OCC(=O)C1CCC2C3CCC4=CC(=O)CC[C@@]4(C)C3CC[C@]12C (some centres undefined) | x | -5% | -27% | x
COc1c(-c2coc3cc4c(cc3c2=O)CC(O)C(C)(C)O4)ccc2c1C=CC(C)(C)O2 (centres undefined) | x | -12% | 3.2µM* | x
Cc1cc(O)cc(C)c1Cl | x | u | -13% | x
COc1cc(/C=C/C(=O)c2cccs2)cc(OC)c1OC | x | 1%[25.6 µM] | 18% | x
CC(CCC(=O)O)C1CCC2C3C(=O)C[C@@H]4CC(=O)CC[C@@]4(C)C3CC(=O)[C@]12C (some centres undefined) | x | -4% | -15% | x
CC(C)NCC(O)c1cc(O)cc(O)c1 (centres undefined) | x | 1% | 2% | x
CC(=O)OC1CC[C@@]2(C)C(CC[C@@]3(C)C2CC=C2C4CC(C)(C)CC[C@]4(C(=O)O)CC[C@@]23C)C1(C)C (some centres undefined) | x | -2% | -8% | x
CC(Cc1ccc(O)c(O)c1)(NN)C(=O)O (centres undefined) | x | i | 4% | x
CC(=O)OC1CC(OC(C)=O)[C@]2(C)C(CC(O)[C@]3(C)C2CC[C@@]2(C)C(c4ccoc4)OC(=O)C4O[C@]432)C1(C)C (some centres undefined) | x | 1% | 15% | x
CC1(C)CCC[C@]2(C)C3CC(=O)O[C@@]3(C)CC[C@H]12 (some centres undefined) | x | 2%[25.6 µM] | 9% | x
CC1CCC(C(C)C)[C@H](OC(=O)c2ccccc2)C1 (some centres undefined) | x | -3% | 18% | x
CCC(C)C1NC(=O)C(CCNCS(=O)(=O)O)NC(=O)C(NC(=O)C(CCNCS(=O)(=O)O)NC(=O)C(NC(=O)C(CCNCS(=O)(=O)O)NC(=O)CCCCC(C)C)C(C)O)CCNC(=O)C(C(C)O)NC(=O)C(CCNCS(=O)(=O)O)NC(=O)C(CCNCS(=O)(=O)O)NC(=O)C(C(C)CC)NC1=O (centres undefined) | x | 3.2µM* | 20% | x
NCC(O)CC(=O)O (centres undefined) | x | 2% | 32% | x
C=C(C)C1CC=C(C(=O)O)CC1 (centres undefined) | x | 4% | -6% | x
COc1ccc2c(=O)ccoc2c1 | x | 5% | -8% | x
COc1ccc(-c2coc3cc(O)ccc3c2=O)c(OC)c1 | x | -1% | 10% | x
Oc1ccc2c(c1)OCC1c3cc4c(cc3OC21)OCO4 (centres undefined) | x | -10% | 3% | x
CC(=O)NC(CCC(=O)O)C(=O)O (centres undefined) | x | -2% | 51% | x
O=c1cc(-c2ccc(O)cc2)oc2ccc(O)cc12 | x | u | -6% | x
CC(C)CCCC(C)C1CCC2C3CC[C@H]4CC(=O)CC[C@@]4(C)C3CC[C@@]12C (some centres undefined) | x | -5% | 10% | x
CC(=O)Oc1cccc(O)c1 | x | -3% | -6% | x
Nc1nc2c(ncn2[C@@H]2O[C@H](CO)[C@@H](O)[C@H]2O)c(=O)[nH]1 | x | -3%[25.6 µM] | -18% | x
Nc1nc2c(nc(Br)n2C2OC(CO)C(O)C2O)c(=O)[nH]1 (centres undefined) | x | -4% | 7% | x
C[N+]1(C)CC(O)[C@H](C(=O)[O-])C1 (some centres undefined) | x | 1% | 0% | x
CC(=O)Oc1ccc(/C=C/C(=O)CC2OC(Oc3cc(OC(C)=O)c4c(c3)O[C@@H](c3ccc(OC(C)=O)cc3)CC4=O)C(OC(C)=O)C(OC(C)=O)C2OC(C)=O)cc1 (some centres undefined) | x | 2%[25.6 µM] | -15% | x
CC(C)=CCC/C(C)=C/CC/C(C)=C/CC/C(C)=C/CO | x | -5% | 5% | x
COc1ccc2c(=O)c(OC)c(-c3ccccc3)oc2c1 | x | 2% | -1% | x
CC1(C)CC[C@]2(C(=O)O)C(O)C[C@@]3(C)C(=CCC4[C@@]5(C)CCC(O)C(C)(C)C5CC[C@@]43C)C2C1 (some centres undefined) | x | -4% | u | x
N=C(N)N | x | -1% | 5% | x
CC1(C)S[C@H]2C(NC(=O)[C@@H](N)c3ccc(O)cc3)C(=O)N2[C@@H]1C(=O)O (some centres undefined) | x | 2% | 7% | x
Oc1cc(O)c2c(c1)OC(c1ccc(O)c(O)c1)C(O)C2 (centres undefined) | x | 13µM* | -18% | x
C=C1C(=O)OC2C[C@@]3(C)CCCC(C)C3=CC12 (some centres undefined) | x | -9% | 26% | x
COC(=O)CCC(C)C1CCC2C3C(C[C@H](O)C12C)C1(C)CC[C@@H](O)CC1C[C@H]3O (some centres undefined) | x | 20%[25.6 µM] | -7% | x
CC1(C)C(O)CC[C@]2(C)C1CC[C@@]1(C)C2C(=O)C=C2[C@@H]3C[C@@](C)(C(=O)O)CC[C@@]3(C)CCC21C (some centres undefined) | x | 1% | 8% | x
CCCCC(=O)Oc1ccccc1C(=O)O | x | 0% | -1% | x
COc1cccc(OC)c1OCCNCC1COc2ccccc2O1 (centres undefined) | x | -1% | -6% | x
CC(=O)OC1CC[C@@]2(C)C(CC[C@@]3(C)C2CC=C2C4CC(C)(C)CC[C@]4(C)CC[C@@]23C)C1(C)C (some centres undefined) | x | 7% | 12% | x
COc1ccc2c(c1)[C@]1(C)CCC(=O)C[C@H]1CC2 | x | -24% | u | x
COc1ccccc1-c1coc2cc(O)ccc2c1=O | x | -12% | 0% | x
CC(C)[C@H]1CC[C@@H](C)C[C@H]1O | x | 15%[25.6 µM] | 19% | x
COc1ccc(C2Sc3ccccc3N(CCN(C)C)C(=O)C2OC(C)=O)cc1 (centres undefined) | x | -2% | 16% | x
CC(=O)OC1CC(OC(C)=O)[C@]2(C)C(CC(OC(C)=O)[C@]3(C)C2CC[C@@]2(C)C(c4ccoc4)OC(=O)C4O[C@]432)C1(C)C (some centres undefined) | x | -4% | 5% | x
CC(N=C(NC#N)Nc1ccncc1)C(C)(C)C (centres undefined) | x | 5% | 0% | x
CC(=O)OC1CC[C@]2(C)C(=CCC3C4CCC(C(C)CCCC(C)C)[C@]4(C)CCC32)C1 (some centres undefined) | x | -28% | 9% | x
CON | x | 1% | 9% | x
c1ccc2c(Cc3c[nH]c4ccccc34)c[nH]c2c1 | x | -6% | 0% | x
O=C(O[C@@H]1Cc2c(O)cc(O)cc2OC1c1ccc(O)c(O)c1)c1cc(O)c(O)c(O)c1 (some centres undefined) | x | 6.3µM* | -27% | x
CC(C)C1=CC2=CCC3[C@@](C)(CCC[C@@]3(C)C(=O)O)C2CC1 (some centres undefined) | x | u | -10% | x
COc1cc2c(cc1OC)C1C(=O)c3ccc4c(c3OC1CO2)C=CC(C)(C)O4 (centres undefined) | x | 0% | -21% | x
CC(=O)OCC(=O)[C@@]1(O)CCC2C3CC[C@H]4CC(O)CC[C@@]4(C)C3C(=O)C[C@]21C (some centres undefined) | x | 3% | 10% | x
O=C(/C=C/c1ccc(O)c(O)c1)OCCc1ccccc1 | x | 0.5µM* | -23% | x
Cc1onc(-c2ccccc2)c1C(=O)NC1C(=O)N2C(C(=O)O)C(C)(C)S[C@@H]12 (some centres undefined) | x | -6% | -4% | x

Molecules shown so far containing two or more sulfur atoms, in the order listed:
SMILES | HADH2 inh | ALOX15 inhib | ERK AVP inh | HBB splicing
O=C(Cc1cccs1)NC1C(=O)N2C(C(=O)[O-])=C(C[n+]3ccccc3)CSC12 (centres undefined) | x | u | -5% | x
CCC(C)C1NC(=O)C(CCNCS(=O)(=O)O)NC(=O)C(NC(=O)C(CCNCS(=O)(=O)O)NC(=O)C(NC(=O)C(CCNCS(=O)(=O)O)NC(=O)CCCCC(C)C)C(C)O)CCNC(=O)C(C(C)O)NC(=O)C(CCNCS(=O)(=O)O)NC(=O)C(CCNCS(=O)(=O)O)NC(=O)C(C(C)CC)NC1=O (centres undefined) | x | 3.2µM* | 20% | x

Continued.
SMILES | HADH2 inh | ALOX15 inhib | ERK AVP inh | HBB splicing
Cc1[nH]c(C)c(Cl)c(=O)c1Cl | x | 0% | 12% | x
COc1cccc(O)c1O | x | 0.79µM* | -31% | x
C=CCCCCCCCCCCCc1ccco1 | x | -15% | 18% | x
NC(C(=O)O)C(O)C(=O)O (centres undefined) | x | -11% | 18% | x
CS(C)(=O)=O | x | -6% | 4% | x
CN(C)c1nc2c(Br)c(Br)c(Br)c(Br)c2[nH]1 | 1% | -15% | u | x
Nc1ccc(-c2ccc3ccccc3n2)cc1 | -19% | -9% | -4% | x
Cc1ccccc1N1C(=O)c2cc(S(N)(=O)=O)c(Cl)cc2NC1C (centres undefined) | u | 7%&-2% | 18%&5% | x
Clc1nccc2c1ccc1ccccc12 | -3% | -5% | u | x
C=CCC1C=CC(Oc2ccc(OC)cc2)C(COC(=O)c2ccc(Br)cc2)O1 (centres undefined) | 2%[11.4 µM] | u | 18%[11.5 µM] | 1.2%[9.22 µM]
CCCCCCCCCCCCCCCCCC(=O)NCCc1ccc(O)c(O)c1 | -2% | -8% | -9% | -0.3%
C(#CC1C=CC2OC(c3ccccc3)OCC2O1)c1ccccc1 (centres undefined) | 3%[11.4 µM] | 3%[11.4 µM] | 28%[11.5 µM] | -2.2%[9.22 µM]
